Compound activity deposited in PubChem BioAssay by Southern Research Specialized Biocontainment Screening Center.
VEEV TC-83 Vero = inhibitors of VEEV TC-83 cytopathic effect, confirmation, Vero cells (AID 588727); Vero cells, VEEV TC-83 cytopathic effect inhibition; higher % means a stronger effect; inhibition, % at 20 µM; hits with a dose series show IC50 in µM; 350,000 tested, 0.13% active; in the data active = a potency from the dose series; inconclusive = inhibition mostly from about 14% at the one dose, without a potency; inactive = the rest, 99 in 100 with inhibition below about 12%; also: strong numbers were not always called active
Salmonella PhoP GFP = Inhibition of PhoP regulon, Salmonella typhi GFP reporter cells, confirmation, 4 h (AID 1850); inhibition, % at 50 µM; hits with a dose series show IC50 in µM; 310,000 tested, 0.33% active; Salmonella Typhi PhoP-promoter GFP reporter, fluorescence, 4 h; higher % means a stronger effect; in the data active = a potency from the dose series; inconclusive = inhibition mostly from about 25% at the one dose, without a potency; inactive = the rest, 99 in 100 with inhibition below about 19%;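 also: 0% = induced wells with vehicle and 100% = uninduced wells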
M. tuberculosis HTS = M. tuberculosis growth inhibition, HTS (AID 449762) | M. tuberculosis H37Rv growth inhibition, 7H9 media; higher % means a stronger effect | inhibition, % at 25 µM, or IC50 in µM where a hit was titrated | 330,000 tested, 0.59% active; in the data active = a potency from the dose series; inconclusive = inhibition above about 70% without an active follow-up result;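 also: bacterial growth assessed after seven days of incubation; strong numbers were not always called active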
influenza NS1A = H1N1 influenza NS1A inhibitors, functional cell based assay (AID 504329). NS1A functional cell-based assay, percent inhibition; higher % means a stronger effect. 340,000 tested, 0.3% active. inhibition, % at 12.5 µM, or IC50 in µM where a hit was titrated; in the data active = a potency from the dose series; inconclusive = inhibition above about 27% without an active follow-up result; also: strong numbers were not always called active
M. tuberculosis = growth inhibition of non-replicating M. tuberculosis (AID 488890); 320,000 tested, 0.39% active; one-dose inhibition, % at 25 µM; IC50 in µM for titrated hits; Mycobacterium tuberculosis non-replicating, growth inhibition; higher % means a stronger effect; in the data active = a potency from the dose series; inconclusive = inhibition mostly from about 82% at the one dose, without a potency; inactive = the rest, 99 in 100 with inhibition below about 76%;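 also: plate controls were DMSO cells for no effect and high antibiotic wells for full effect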
VEEV TC-83 Vero 10K pilot screen = recorded beside VEEV TC-83 Vero, whose call it bears; inhibition, %; measured here: 10K pilot screen inhibition
* = called active by the depositor; i = inactive; ? = inconclusive; . = no result given.

SMILES	VEEV TC-83 Vero	Salmonella PhoP GFP	M. tuberculosis HTS	influenza NS1A	M. tuberculosis	others
Cc1cc(NC(=O)C2CCCCC2C(=O)O)no1 (centres undefined)	i	-12%	0%	0%	-11%
O=C(NCC(=O)N1CCN(c2ncccn2)CC1)c1cccs1	4.5%	4%	-2%	-7%	3%
CCOC(=O)C1=C(C)C(c2cccc(Oc3ccccc3)c2)NC(=S)N1 (centres undefined)	7.4%	-2%	11%	7%	17%
CCN1CCN(c2ccc(S(=O)(=O)N3CCCC3)cn2)CC1	0.3%	-3%	3%	-5%	-5%
CCN(CC(=O)NCc1cccs1)C(=O)c1cccc(S(=O)(=O)Nc2ccc(F)cc2)c1	6.0%	.	.	-6%	.
CC1CCc2cc(F)ccc2N1S(=O)(=O)c1ccc(F)cc1 (centres undefined)	0.5%	3%	6%	-7%	40%
COCC(=O)N(C)c1nnc(-c2ccccn2)s1	1.6%	9%	-6%	-4%	-1%
COc1ccccc1-c1cc(C(=O)NCCN2CCOCC2)no1	i	-10%	-7%	1%	-8%
CN(C(=O)c1cccnc1)c1nnc(-c2ccccn2)s1	2.6%	5%	-8%	3%	14%
COC(=O)C1=C(C)N(C)C(=S)N(C)C1c1ccc(OC)cc1 (centres undefined)	1.5%	-2%	-3%	1%	4%
CCNC(=O)c1ccc(CSc2nc3ccccc3s2)cc1	4.2%	-19%	16%	-2%	?
Cc1ncc([N+](=O)[O-])n1CC(=O)Nc1ccc(F)cc1	0.4%	1%	4%	-5%	-7%
CCOC(=O)C1(Cc2cccc(F)c2)CCN(C(=O)c2cnc(C)cn2)CC1	0.3%	-5%	0%	-1%	3%
COc1cc(OC)cc(C(=O)NNC(=O)CN2C(=O)NC3(CCCC3)C2=O)c1	1.8%	.	-8%	-9%	-16%
O=C(COc1ccc(Cl)cc1)NCc1nnc(SCC(=O)N2CCCC2)o1	0.2%	-5%	3%	-9%	29%
CC(C)(C)C(=O)NCc1ccc(C(=O)CSc2nnc(-c3ccncc3)n2C2CC2)s1	1.8%	.	.	3%	.
COc1ccc(NC2c3ccccc3C(=O)N2c2ccccn2)cc1Cl (centres undefined)	5.8%	-6%	-5%	25%	53%
CCCc1nc2ccccc2n1Cc1ccccc1OC	0.8%	6%	2%	-2%	49%
CC1CCN(C(=O)CSc2nnc(CNC(=O)c3ccco3)o2)CC1	0.7%	0%	-6%	33%	.
Cc1cccc(NC(=O)C(=O)NCc2ccccn2)c1	2.9%	5%	3%	0%	10%
CCOc1ccc(CN2C(=O)c3ccccc3C2=O)cc1C(=O)Nc1nnc(SCC)s1	0.2%	-5%	14%	-4%	-11%	VEEV TC-83 Vero 10K pilot screen=0.5
CCOC(=O)c1sc(N/N=C/c2ccccc2)nc1C	0.4%	-11%	69%	1%	66%
CN(C)c1ccc(/C=C/C(=O)c2ccc(O)cc2)cc1	4.1%	.	.	-17%	.
OC(CCCC(O)c1ccccc1)c1ccccc1 (centres undefined)	1.4%	.	.	-18%	.
Cn1c(=O)[nH]c(=O)c2c1nc(N1CCOCC1)n2CC(=O)c1ccccc1	i	0%	3%	8%	-8%
COc1ccc(CC(=O)Nc2c(C(=O)N3CCN(c4ccccc4OC)CC3)oc3ccccc23)cc1OC	11%	-14%	2%	10%	27%
CCOC(=O)c1cc(CC)sc1/N=C/C1C(=O)CCCC1=O	1.0%	4%	-3%	1%	-10%
CCc1ccccc1NC(=O)CCC(=O)Nc1nnc(C(C)C)s1	1.4%	-19%	-5%	10%	8%
COCCNC(=O)c1cc(-c2ccccc2)nn1CC1CC(c2cccnc2)=NO1 (centres undefined)	1.6%	-9%	6%	-3%	-9%
CCOc1ccc2nc(N/C(N)=N/S(C)(=O)=O)nc(C)c2c1	0.4%	12%	-4%	12%	6%

Reprinted from the part before: 2 entries, followed by the next part.
SMILES	VEEV TC-83 Vero	Salmonella PhoP GFP	M. tuberculosis HTS	influenza NS1A	M. tuberculosis	others
COCCNC(=O)c1cc(-c2ccccc2)nn1CC1CC(c2cccnc2)=NO1 (centres undefined)	1.6%	-9%	6%	-3%	-9%
CCOc1ccc2nc(N/C(N)=N/S(C)(=O)=O)nc(C)c2c1	0.4%	12%	-4%	12%	6%
Cn1c(=O)c(=O)n(C)c2cc(S(=O)(=O)Nc3ccc(OC(F)(F)F)cc3)ccc21	i	3%	-9%	11%	10%
Cc1nn(Cc2ccccc2Cl)c(C)c1C(=O)NCCN1C(=O)S/C(=C\c2ccccc2)C1=O	2.5%	-13%	2%	-8%	-18%
CCOC(=O)C1=C(Nc2ccc(Cl)cc2)OCC1=O	0.4%	-2%	-2%	-2%	-8%
COc1ccccc1NS(=O)(=O)c1ccc(C(=O)NCC2(N(C)C)CCCCC2)cc1	0.2%	4%	-8%	-12%	-4%
O=C(CCN1CCCCC1)Nc1ccc(Cl)cc1C(=O)c1ccccc1	i	-13%	55%	1%	34%
CC(C)(C)c1ccc(C(=O)Nc2ccc(F)cc2)s1	2.0%	3%	6%	1%	?
CC1CCCC(NC(=O)COC(=O)Cc2ccc(Br)cc2)C1C (centres undefined)	0.3%	3%	-1%	.	40%
COc1ccc(/C=N/NC(=O)CNC(=O)C2COc3ccccc3O2)cc1OC (centres undefined)	1.1%	-7%	-5%	-2%	2%
O=c1cc(-c2ccccc2)nc2cc(-c3ccc(F)cc3)[nH]n12	i	-6%	66%	6%	16%
CCc1cc2ccccc2nc1SCC(=O)Nc1cc(C)on1	0.4%	-6%	3%	1%	0%
CC(NC(=O)CCn1c(=S)[nH]c2ccsc2c1=O)c1ccccc1 (centres undefined)	0.6%	-9%	-3%	-9%	-3%
CCOC(=O)Cc1csc(NS(=O)(=O)c2ccc(F)cc2)n1	2.8%	-5%	-4%	-8%	3%
O=C1CCCc2nc(N3CCN(c4ccccc4)CC3)ncc21	7.0%	-2%	6%	-3%	-1%
Cc1cc(C)c2sc(N(CCCN(C)C)C(=O)c3ccc(S(=O)(=O)N4CCCc5ccccc54)cc3)nc2c1	i	0%	?	21%	78%
C=CCN(CC=C)C(=O)C1CCC(C(=O)N(CC=C)CC=C)CC1 (centres undefined)	0.0%	-1%	-4%	4%	-6%
Cc1cc(C)c(C#N)c(Oc2ccccc2)n1	1.1%	4%	3%	-2%	-3%
Cc1ccccc1NC(=O)c1ccc(N/N=C/c2ccccc2O)c([N+](=O)[O-])c1	i	-1%	11%	7%	4%
CCN1C2=NCCCN2c2cc(C)c(C)cc21	5.8%	0%	-2%	-6%	16%
CN(c1nc2ccccc2n2c(-c3ccco3)nnc12)S(=O)(=O)c1ccccc1	i	-2%	0%	0%	-2%
CC(C)CN=CC1=C(O)c2ccccc2C1=O	i	5%	2%	-6%	-3%
Cc1nc(SCC(=O)NCC2CCCO2)c2c3c(sc2n1)CCC3 (centres undefined)	5.3%	-8%	-2%	-8%	-4%
C[C@]12CCC3C(CC[C@H]4CC(O)CC[C@]34C)C1CC/C2=N/O (some centres undefined)	5.8%	-8%	-3%	-12%	-1%
Cc1ccc(C(C)C)c(OCc2nnc3n2CCCCC3)c1	7.8%	3%	1%	2%	19%
CC1(N(O)C=C2C=CC(=O)C=C2)CCCCC1=O (centres undefined)	i	18%	5%	10%	9%
Cc1cccc(NC(=O)CSCC(=O)N2CCN(Cc3ccc4c(c3)OCO4)CC2)c1	0.9%	0%	5%	6%	21%
COc1cc(NC(=O)c2ccccc2F)ccc1NC(=O)c1cc2ccccc2o1	0.9%	8%	7%	-4%	-9%
Cc1ccc2c(c1)C(=O)N1[C@H]3c4cc(Br)ccc4OC[C@@H]3[C@H](c3ccccc3)[C@]1(C)C(=O)N2	i	.	3%	9%	20%
CCCn1c(=O)[nH]c(=O)c2c1nc(-c1ccc(C#N)cc1)n2CCOC	1.8%	5%	-4%	-3%	-5%
Cc1ccc(NC(=O)CSc2n[nH]c(-c3ccncc3)n2)cc1	i	13%	-5%	-15%	12%
Cc1ccnc(NC(=O)C2(c3cccs3)CCOCC2)c1	0.1%	-31%	-2%	19%	-6%	VEEV TC-83 Vero 10K pilot screen=0.5

Pulled one by one from above (six):
SMILES	VEEV TC-83 Vero	Salmonella PhoP GFP	M. tuberculosis HTS	influenza NS1A	M. tuberculosis	others
Cc1ccc(NC(=O)CSc2n[nH]c(-c3ccncc3)n2)cc1	i	13%	-5%	-15%	12%
CC(C)CN=CC1=C(O)c2ccccc2C1=O	i	5%	2%	-6%	-3%
CC1(N(O)C=C2C=CC(=O)C=C2)CCCCC1=O (centres undefined)	i	18%	5%	10%	9%
CN(c1nc2ccccc2n2c(-c3ccco3)nnc12)S(=O)(=O)c1ccccc1	i	-2%	0%	0%	-2%
Cc1ccnc(NC(=O)C2(c3cccs3)CCOCC2)c1	0.1%	-31%	-2%	19%	-6%	VEEV TC-83 Vero 10K pilot screen=0.5
Cc1ccc(C(C)C)c(OCc2nnc3n2CCCCC3)c1	7.8%	3%	1%	2%	19%

Next structures follow.
SMILES	VEEV TC-83 Vero	Salmonella PhoP GFP	M. tuberculosis HTS	influenza NS1A	M. tuberculosis	others
CCCCSc1nnc([C@@H](NC(=O)OC(C)(C)C)C(C)C)o1	i	4%	-2%	-1%	4%
COc1ccc2c(=O)c3c(=O)n(-c4ccccc4)c(-c4ccc(C)cc4)nc3oc2c1	9.8%	7%	3%	3%	6%
COCCCNC(=O)CCn1c(=O)c2ccccc2n(CC(=O)Nc2c(C)cccc2C)c1=O	0.9%	-7%	8%	-2%	6%
O=C(/C=C/c1ccccc1)Nc1scc(-c2ccccc2)c1C(=O)O	1.7%	.	.	3%	.
CC1CCC/C(=N/NC(=O)c2ccccc2-n2cccc2)C1 (centres undefined)	0.5%	-2%	1%	-7%	-11%
CCCCn1c2ccc(F)cc2c2nnc(NN)nc21	1.1%	1%	3%	6%	5%
Cc1ccc(-c2cc(-c3ccccc3)c3c(N)c(S(C)(=O)=O)sc3n2)cc1	5.5%	-5%	5%	-8%	16%
Nc1c(C(=O)N2CCCC2)sc2nc3c(cc12)CCCCCC3	3.2%	-6%	16%	7%	16%
CCn1c(SCC(=O)Nc2ccc(C(C)=O)cc2)nc2c([nH]c3ccccc32)c1=O	7.8%	2%	-20%	-8%	9%
Fc1cccc(CSc2nnc3ccc(-c4ccncc4)nn23)c1	2.1%	-12%	-3%	-5%	12%
CC/C(=N\NC(=O)Nc1ccccc1)c1c(O)n(Cc2ccccc2)c(=O)[nH]c1=O	i	4%	2%	.	.
O=C(NCCN1CCN(c2ccccc2)CC1)Nc1ccccc1Cl	0.3%	-12%	5%	22%	9%
Cc1nc2ccccc2cc1C(=O)N/N=C/c1cccc([N+](=O)[O-])c1	0.2%	-1%	-1%	0%	-3%
COc1ccc(C(=O)Nc2ccc3[nH]ncc3c2)cc1	i	-5%	1%	-1%	21%
C=CCNC(=S)Nc1nc2c(cc1C(=O)OCC)CCCC2	0.9%	-6%	3%	3%	27%	VEEV TC-83 Vero 10K pilot screen=2.1
O=C1NC(=O)C2(CCCC2)C(=O)N1	i	.	.	1%	.
N#CC1(NC(=O)COC(=O)c2ncc(Cl)c(Cl)c2Cl)CCCCC1	0.5%	-11%	3%	-1%	13%
O=C(O)c1cc(S(=O)(=O)Nc2ccc(OCc3ccccc3)cc2)ccc1Br	i	5%	?	10%	21%
Cc1oc(C(C)(C)C)cc1C(=O)Nc1cccc(C(=O)O)c1	i	3%	4%	6%	-7%
Cc1cccc(C)c1NC(=O)NC1(C(=O)N2CCCCC2)CCCCC1	i	7%	4%	-4%	0%
COc1ccc(N=C2S/C(=C\c3ccc(C)o3)C(=O)N2CC(C)C)cc1	4.5%	-15%	-7%	-9%	16%
CN(CC(=O)Nc1ccc(F)cc1Cl)Cc1cccs1	i	4%	-1%	7%	27%
COc1ccc(CCNCC(C)c2ccccc2)cc1 (centres undefined)	i	9%	-5%	-9%	-5%
NS(=O)(=O)c1ccc(NC(=O)c2cc(-c3cccs3)nc3ccccc23)cc1	1.9%	2%	0%	4%	5%
Cc1ccc(OC(=O)c2cccc(S(=O)(=O)N3CCN(C)CC3)c2)c(Br)c1	1.0%	-3%	-17%	14%	4%
COc1ccc(C(=O)NCC(=O)OCC(=O)N2CCN(S(=O)(=O)c3ccccc3)CC2)cc1	0.4%	-6%	4%	4%	3%
O=C(NCc1ccccc1)C1CCCN(c2ncnc3c2nc2n3CCCCC2)C1 (centres undefined)	i	-29%	8%	7%	4%
CCOC(=O)c1ccc(NC(=O)COC)cc1	i	-4%	?	7%	?	VEEV TC-83 Vero 10K pilot screen=4.0
CCOc1ccc(/C=N/NC(=O)Nc2ccccc2)cc1	1.1%	19%	-1%	4%	-3%
